Bioassay records deposited in PubChem BioAssay by Broad Institute.
LGR2 antag – Drosophila LGR2 receptor signaling inhibition. inhibition, % at 9.99 µM. hit rate 0.35% among 380,000. HEK293 LGR2, CRE-luciferase, bursicon-stimulated, 4 h;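 active means drop in luminescence signal, shown as inhibition above about 50% in the replicate tests, limit read from the data, passing the limit was not always enough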;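 further: agonist challenge used bursicon conditioned medium at about half maximal strength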
XiGFP reactiv – activators of X-chromosome reactivation in mouse fibroblasts; XiGFP mouse fibroblasts, % GFP-positive cells imaging, 3 d; cells co-treated with 5-aza-dC sensitizer; scaled so ellipticine positive control = 100%; activation, % at 7.58 µM; hit rate 0.055% among 360,000; AID 743238;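 active means mean normalized replicate activation at least 10% and every replicate at or above 10%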;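 further: 0% = median of on-plate neutral control wells and 100% = ellipticine 6 µM median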
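assay system = SV40-immortalized XiGFP fibroblast cells, line 68-5-11 | buffer or medium = DMEM plus 5-aza-dC sensitizer | doses = single-point pinned compound dosing | times = 3-day compound exposure, then 15 min fixation at room temperature | benchmarks = positive control ellipticine, 6 µM final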
S100A4 inh HTS – blocks human S100A4 binding to myosin IIA peptide. P26447. S100A4/TAMRA-MyoIIA peptide fluorescence polarization. inhibition, % at 10.7 µM. hit rate 0.14% among 360,000. AID 652163;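 active means mean inhibition of at least 70% across replicates, with every replicate also reaching that level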
Target sequence (P26447 whole entry, looked up): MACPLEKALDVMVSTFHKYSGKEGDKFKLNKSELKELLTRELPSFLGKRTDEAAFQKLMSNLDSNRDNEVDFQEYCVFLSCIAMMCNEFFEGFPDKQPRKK
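Test system: S100A4 monomer protein. Medium: HEPES buffer with Ca2+, pH 7.2. Reagent: fluorescent myosin IIA peptide, 5 nM. Compound dosing: single-point compound testing. Timing: 5 min between mix addition and reading. Benchmarks: DMSO neutral and TFP positive wells.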
Cneo AK release – Cryptococcus neoformans lysis via adenylate kinase release. C. neoformans lysis, adenylate kinase release luminescence, 4 h; normalised: neutral wells 0, clomiphene wells 100. lysis activity, % at 15 µM. hit rate 0.2% among 360,000. AID 651654;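 active means mean lysis activity across replicates of at least 80%, whatever share of replicates individually reach that level; inactive means mean lysis activity below 80%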
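Material: C. neoformans cells; Schedule: 4 h static compound exposure, 37 °C, read 1 h post-reagent; Measured by: adenylate kinase release luminescence; Read-out: signal increase indicating cell lysis; Controls: Clomiphene as positive lysis control.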
Statin myotox sup – suppressors of simvastatin-induced myotoxicity in C2C12 myotubes | ATP luminescence, 48 h; scaled: DMSO 0, geranylgeraniol control 100 | rescue of ATP level, % at 7.49 µM | hit rate 0.78% among 330,000 | AID 602340;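 active means mean ATP rescue above about 67%, or every replicate alone reaching that limit, limit read from the data, passing the limit was not always enough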;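 further: myotubes were challenged with 10 µM simvastatin during compound exposure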
ERAP1 HTS inh – inhibitors of human ERAP1 aminopeptidase | Q9NZ08 | recombinant ERAP1, Leu-AMC fluorescence, 60 min | inhibition, % at 10.7 µM | hit rate 0.15% among 340,000;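 active means mean replicate inhibition of at least 30%, or all replicates individually reaching that 30% level; inactive means mean below 30% and not every replicate reaching it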;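 further: 0% = neutral control wells and 100% = L-leucinethiol positive control wells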
Target sequence (Q9NZ08 whole entry, looked up): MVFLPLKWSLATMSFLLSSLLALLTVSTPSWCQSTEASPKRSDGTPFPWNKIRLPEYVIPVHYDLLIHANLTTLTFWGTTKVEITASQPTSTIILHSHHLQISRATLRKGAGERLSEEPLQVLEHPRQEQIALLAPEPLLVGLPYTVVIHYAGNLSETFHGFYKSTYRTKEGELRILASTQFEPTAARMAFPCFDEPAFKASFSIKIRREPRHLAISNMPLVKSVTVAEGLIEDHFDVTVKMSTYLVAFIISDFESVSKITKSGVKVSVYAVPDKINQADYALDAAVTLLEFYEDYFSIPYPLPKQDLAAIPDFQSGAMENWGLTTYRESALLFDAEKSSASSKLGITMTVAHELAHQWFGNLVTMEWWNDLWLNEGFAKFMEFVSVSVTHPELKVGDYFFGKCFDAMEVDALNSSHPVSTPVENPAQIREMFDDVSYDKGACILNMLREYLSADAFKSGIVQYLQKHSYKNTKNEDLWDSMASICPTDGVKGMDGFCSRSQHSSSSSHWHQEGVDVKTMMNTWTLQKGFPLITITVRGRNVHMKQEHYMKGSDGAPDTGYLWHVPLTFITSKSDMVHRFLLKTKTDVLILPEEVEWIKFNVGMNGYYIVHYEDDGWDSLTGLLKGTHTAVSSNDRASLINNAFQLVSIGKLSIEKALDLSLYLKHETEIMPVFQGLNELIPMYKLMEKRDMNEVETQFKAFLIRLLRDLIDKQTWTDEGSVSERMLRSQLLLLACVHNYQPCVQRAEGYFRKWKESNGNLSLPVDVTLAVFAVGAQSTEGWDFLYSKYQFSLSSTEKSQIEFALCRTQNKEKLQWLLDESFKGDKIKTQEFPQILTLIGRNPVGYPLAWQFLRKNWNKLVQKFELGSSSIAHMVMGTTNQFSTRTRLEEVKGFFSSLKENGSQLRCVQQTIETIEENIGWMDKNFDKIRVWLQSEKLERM
PGC1a acetyl inh – modulators of PGC1a acetylation. inhibition, % at 15.6 µM. hit rate 0.17% among 350,000. U2OS PGC1a acetylation, AlphaScreen anti-acetyl-lysine; with virally co-expressed GCN5 acetyltransferase;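 active means every replicate shows inhibition of at least 40%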;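 further: 0% = neutral control wells and 100% = positive control wells; some results beyond the cut were filed as inactive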
SIRT5 block – inhibitors of human sirtuin-5 desuccinylase | Purified SirT5, succinyl-peptide AMC, trypsin-coupled fluorescence | AID 652115 | hit rate 1.1% among 330,000 | inhibition, % at 15 µM | Q9NXA8; in the data active means inhibition above about 15%
The depositor's hits bear a star; / = not tested or not shown. This is a subset; the hit share may differ from the screen's.

| SMILES | LGR2 antag | XiGFP reactiv | S100A4 inh HTS | Cneo AK release | Statin myotox sup | ERAP1 HTS inh | PGC1a acetyl inh | SIRT5 block |
| --- | --- | --- | --- | --- | --- | --- | --- | --- |
| CC(C)NC(=O)N(C)C[C@@H]1Oc2c(NC(=O)Nc3ccccc3)cccc2C(=O)N([C@H](C)CO)C[C@@H]1C | -6 | -0.9 | 10 | 3 | -53 | -4 | 1 | -3 |
| CC(=O)N1C[C@@H]2[C@H](c3ccccc31)[C@H](CO)N2C(=O)CC1CC1 | -7 | 0.2 | 2 | 3 | -4 | 6 | -12 | 0 |
| COc1ccccc1-n1c(SCC(=O)N(C)C)nnc1-c1ccco1 | -17 | 0.1 | -1 | 6 | -1 | 0 | 2 | 0 |
| COc1ccc(NC(=O)N(C)C[C@@H]2OCCCC[C@@H](C)Oc3ccc(NC(=O)CCCN(C)C)cc3C(=O)N([C@H](C)CO)C[C@H]2C)cc1 | 23 | 0.3 | -2 | 0 | / | 0 | 5 | 9 |
| COC(=O)c1c(NC(=O)CN2C(=O)NC3(CCC(C)CC3)C2=O)sc2c1CCC2 (configuration not stated) | 0 | 0.1 | -8 | -1 | 4 | 2 | / | -7 |
| CNC(=O)C[C@H]1CC[C@H]2[C@@H](COC[C@@H](O)CN2S(=O)(=O)c2ccccc2Cl)O1 | -1 | 0.4 | / | 0 | -14 | / | -8 | / |
| COc1cc(C(=O)N/N=C/c2ccccn2)cc(OC)c1OC | 28 | 0.0 | 2 | / | / | -3 | -28 | 4 |
| COc1ccccc1OCCNC(=O)Cc1ccc(Cl)c(Cl)c1 | 10 | 0.0 | 1 | / | / | 2 | / | 3 |
| OC(CCc1ccncc1)COc1ccccc1 (configuration not stated) | -8 | 0.1 | 0 | 2 | 6 | -3 | -3 | / |
| COc1cc(C(C)=O)ccc1OCC(O)CN1CCN(c2ccccn2)CC1 (configuration not stated) | 8 | 0.0 | -17 | 0 | -10 | -1 | / | -3 |
| CCOc1ccc(NC(=O)CN2C(=O)CSC(C)C2=O)cc1 (configuration not stated) | -6 | 0.0 | 0 | / | / | -4 | 4 | 0 |
| CC(C)CN(C(=O)COC(=O)Cc1cccc2ccccc12)c1c(N)n(Cc2ccccc2)c(=O)[nH]c1=O | -13 | 0.3 | -2 | / | / | -3 | / | 3 |
| O=C(COC(=O)c1cccs1)Nc1cccc(S(=O)(=O)N2CCCCC2)c1 | -41 | -0.1 | 2 | 8 | 5 | 4 | 1 | 3 |
| O=C(Nc1ccc(F)cc1F)c1ccc(-n2cccn2)nc1 | 5 | 0.2 | -4 | / | / | 4 | 8 | -1 |
| COc1ccc(OC)c(Nc2nc(N)nc(CSc3nnc(N)s3)n2)c1 | -23 | / | 7 | 4 | 5 | 5 | 11 | -3 |
| COc1ccc(C(=O)N/C(=C\c2cn(C)c3ccccc23)C(=O)N2CCN(C)CC2)cc1 | 11 | 0.0 | -3 | 1 | 10 | 2 | -15 | 1 |
| Cc1ccc(S(=O)(=O)N2CCOCC2)cc1NC(=O)c1cccc(S(=O)(=O)N2CCCC2)c1 | -7 | 0.2 | 3 | / | / | 4 | / | 1 |
| CNC[C@H]1OCc2cnnn2CCCC(=O)N([C@@H](C)CO)C[C@H]1C | -16 | 0.3 | / | / | -1 | / | -2 | / |
| C[C@@H]1CN([C@@H](C)CO)C(=O)c2cc(-c3ccccc3F)cnc2O[C@H]1CN(C)Cc1cccc(C(=O)O)c1 | 31 | 0.0 | 7 | 5 | 0 | 0 | 2 | 2 |
| CCCCCCn1cc(CN2CC(N3CCSCC3)CS2(=O)=O)nn1 (configuration not stated) | 12 | 0.2 | -1 | / | / | -1 | / | 17* |
| O=C(C[C@@H]1C=C[C@H](NC(=O)C2CCOCC2)[C@@H](CO)O1)NCC1CC1 | -16 | -0.2 | -1 | 6 | -12 | -1 | -7 | -2 |
| CNC1=CC(=O)CC(c2ccccc2)C1 (configuration not stated) | 20 | 0.1 | 8 | / | / | 0 | 6 | 2 |
| C/C=C/c1ccc2c(c1)[C@@H]1[C@@H](CCN1C(=O)c1cnccn1)[C@H](CO)N2 | 7 | 0.2 | 5 | -2 | 5 | 1 | -2 | 0 |
| COCC#Cc1ccc([C@@H]2[C@H](CO)N3CCCCN(S(=O)(=O)c4ccc(OC)cc4)C[C@@H]23)cc1 | -9 | 0.0 | 5 | 3 | -7 | -1 | 7 | 1 |
| CC1=NOC(=O)/C1=C/c1ccc(O)cc1 | -16 | 0.0 | -16 | / | / | 2 | 5 | 0 |
| CCOc1cccc(C(=O)Nc2nnc(-c3cccs3)s2)c1 | 14 | / | / | 5 | -7 | / | 4 | / |
| C[C@H](CO)N1C[C@H](C)[C@H](CN(C)S(=O)(=O)c2ccccc2F)OCc2cn(nn2)CCCC1=O | 5 | -0.5 | / | / | -4 | / | 0 | / |
| C[C@H](CO)N1C[C@H](C)[C@@H](CN(C)S(=O)(=O)c2ccc(F)cc2)OCCCC[C@H](C)Oc2ccc(NS(=O)(=O)c3ccc(F)cc3)cc2C1=O | 11 | 0.3 | / | -1 | / | / | -7 | / |
| Cc1ccc(/C=C(\C#N)C(=O)NC(C)c2ccccc2)o1 (configuration not stated) | -12 | 0.1 | 6 | 2 | 4 | 5 | / | -2 |
| CCOC(=O)C1NN=C(C(=O)c2ccccc2)C1c1ccc(OC)cc1 (configuration not stated) | -19 | 0.0 | -2 | / | / | 10 | -13 | 1 |
| CC(C)(C)NC(=O)C1c2ccccc2OCC(=O)N1Cc1cccnc1 (configuration not stated) | -6 | 0.2 | 4 | / | / | 1 | / | -2 |
| O=C(NCc1ccc(F)cc1)C(=O)Nc1nc(C23CC4CC(CC(C4)C2)C3)cs1 | 0 | -0.1 | 1 | / | 2 | 1 | -8 | -2 |
| O=C(Cc1ccccc1F)NCC1(N2CCOCC2)CCCCC1 | -13 | -0.1 | 3 | / | / | -3 | 3 | -7 |
| CCCCc1nnc(NC(=O)Cc2ccc(S(=O)(=O)N3CCOCC3)s2)s1 | 1 | 3.6 | -8 | 1 | 2 | 1 | 5 | -2 |
| CCOC(=O)C(C)NC(=O)CCc1nnc2ccc(N3CCC(C)CC3)nn12 (configuration not stated) | 9 | 0.2 | -6 | -1 | 1 | 0 | 14 | 0 |
| Cc1ccccc1C(=O)OCc1cnc(Cl)s1 | -1 | 0.0 | -3 | 2 | 7 | -2 | -15 | -5 |
| COc1ccc(-n2c(Cc3cccn3C)nnc2SCC(=O)NCc2ccco2)cc1 | 3 | 0.0 | -1 | -1 | 21 | 2 | / | 4 |
| CC(=O)c1ccc2c(c1)N(Cc1ccc3ccccc3c1)C(=O)C(C)S2 (configuration not stated) | 8 | 0.0 | -1 | 0 | -16 | 7 | 7 | -1 |
| CN(CC(=O)N1CCN(c2ccccc2)CC1)S(=O)(=O)c1cccs1 | -27 | 0.0 | 4 | / | / | -2 | 1 | / |
| CC(=O)N(C)C[C@@H]1[C@H](c2ccc(-c3cccnc3)cc2)[C@H](CO)N1C(=O)C1CC1 | -9 | 0.0 | 14 | / | / | 3 | / | 0 |
| O=C(Nc1ccccc1C(F)(F)F)c1ccccn1 | -8 | -0.1 | 3 | / | / | -2 | -2 | -2 |
| COc1ccc(C2=NOC(Cn3nc(C(=O)O)cc3-c3ccccc3)C2)cc1 (configuration not stated) | -3 | 0.0 | 5 | 3 | -2 | -5 | 4 | -4 |
| COC(=O)C1=C(C)N(Cc2ccccc2C(F)(F)F)C(=NCc2ccc3c(c2)OCO3)NC1c1ccccc1 (configuration not stated) | 9 | 0.5 | -13 | / | / | 0 | / | 17* |
| CCn1cc(CN2CCc3c([nH]c4ccccc34)C2c2cccc(O)c2)c(C)n1 (configuration not stated) | -2 | 0.0 | -2 | 1 | / | -2 | / | 2 |
| O=C(CCN1CCCCC1)NCC[C@@H]1CC[C@@H](NC(=O)Cc2cccnc2)[C@@H](CO)O1 | -6 | 0.0 | -16 | -5 | 0 | -1 | 5 | 0 |
| COC(=O)/C(C#N)=C/c1ccc(OC(=O)c2ccccn2)cc1 | 7 | 0.0 | -24 | / | / | 6 | / | 3 |
| CC(C)c1cccc(C(C)C)c1NC(=O)COC(=O)C1CCC1 | -18 | 0.0 | 4 | / | 10 | 1 | / | 2 |
| C[C@H](CO)N1C[C@H](C)[C@H](CN(C)S(=O)(=O)c2cn(C)cn2)Oc2ccc(NS(=O)(=O)c3ccc(Cl)cc3)cc2CC1=O | 3 | -0.8 | 38 | -2 | -5 | 1 | 13 | 1 |
| Cc1noc(C)c1NC(=O)Nc1ccc2c(c1)C(=O)N([C@@H](C)CO)C[C@@H](C)[C@H](CN(C)C(=O)Nc1ccc(C(F)(F)F)cc1)OCCCC[C@@H](C)O2 | 12 | 0.2 | -3 | -1 | 6 | 0 | 0 | 4 |
| O=C(Nc1ccccc1)N1CCCCN2[C@H](C1)[C@@H](c1ccc(C#Cc3ccccc3)cc1)[C@@H]2CO | 24 | 0.6 | 7 | -2 | / | 4 | -3 | 12 |
| CCCCn1nnnc1C(c1ccccc1)N1CCN(c2ccccc2)CC1 (configuration not stated) | -21 | 0.0 | -3 | / | / | -3 | / | -1 |
| O=C(CN(C(=O)c1csnn1)c1ccc(F)cc1)NCCc1ccccc1 | 8 | 0.0 | 2 | 0 | 11 | -1 | / | 0 |
| COCCCN1C(=O)C(=O)/C(=C(/O)c2ccc(S(=O)(=O)N3CCCCC3)cc2)C1c1ccc(F)cc1 (configuration not stated) | 1 | 0.2 | 1 | -1 | 15 | -2 | 4 | -6 |
| O=C(Nc1ccccc1F)N1CC(=O)N2[C@@H](CO)[C@@H](c3ccc(C#Cc4ccc(F)cc4)cc3)[C@@H]2C1 | 3 | 0.1 | -2 | / | / | 1 | 9 | 2 |
| Cn1c(=O)n(CC(=O)NCC2CCCO2)c(=O)c2c3c(sc21)CCCC3 (configuration not stated) | -4 | 0.0 | -2 | 2 | 0 | 3 | / | -1 |
| C[C@H](CO)N1C[C@H](C)[C@H](CN(C)C(=O)c2ccccc2)Oc2ncc(C3=CCCC3)cc2C1=O | -2 | -0.5 | -10 | 2 | -2 | 1 | 1 | -3 |
| O=C1c2ccccc2C(=O)N1OCCCN1C(=O)c2ccccc2S1(=O)=O | 17 | 0.2 | 8 | / | / | -1 | / | / |
| Cc1c(OC(C)C(=O)NCC(O)c2ccccc2)ccc2c3c(c(=O)oc12)CCC3 (configuration not stated) | -3 | -0.1 | -3 | / | -6 | -2 | 8 | -1 |
| COc1ccccc1N1CCN(C(=O)CCCCn2c(=O)[nH]c3ccsc3c2=O)CC1 | -9 | 0.0 | 0 | -1 | -3 | 1 | 4 | -1 |

Part of the list above, with two lines to a compound:
Fields: LGR2 antag | XiGFP reactiv | S100A4 inh HTS | Cneo AK release | Statin myotox sup | ERAP1 HTS inh | PGC1a acetyl inh | SIRT5 block
C[C@H](CO)N1C[C@H](C)[C@H](CN(C)S(=O)(=O)c2cn(C)cn2)Oc2ccc(NS(=O)(=O)c3ccc(Cl)cc3)cc2CC1=O
    3 | -0.8 | 38 | -2 | -5 | 1 | 13 | 1
Cc1noc(C)c1NC(=O)Nc1ccc2c(c1)C(=O)N([C@@H](C)CO)C[C@@H](C)[C@H](CN(C)C(=O)Nc1ccc(C(F)(F)F)cc1)OCCCC[C@@H](C)O2
    12 | 0.2 | -3 | -1 | 6 | 0 | 0 | 4
O=C(Nc1ccccc1)N1CCCCN2[C@H](C1)[C@@H](c1ccc(C#Cc3ccccc3)cc1)[C@@H]2CO
    24 | 0.6 | 7 | -2 | / | 4 | -3 | 12
